HIF act = HIF pathway transcriptional activation; U2OS HRE-luciferase reporter, luminescence; normalized: DMSO 0%, desferrioxamine 100%; activation, % at 7.5 µM (by protocol); 0.32% of 300,000 active; AID 1910;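 active means mean activation of at least 10% of the iron chelator positive control signal, with at least half of replicates also reaching 10%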
KLF5 inh = suppresses KLF5 promoter-driven expression | DLD-1 KLF5 promoter-luciferase reporter, luminescence | inhibition, % at 5 µM | 0.23% of 290,000 active | AID 1700;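 active means inhibition above a per-plate limit of that plate's mean compound inhibition plus 3 SD, cut at about 60% in these data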;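 further: 0% = DMSO wells and 100% = LY294002 at 200 µM; higher means less KLF5 promoter-driven luciferase light; inactives centre near -14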
IEC-6 tox = IEC-6 cytotoxicity, counter-screen for KLF5 inhibitors. luminescence viability. inhibition, % at 5 µM. 0.78% of 290,000 active. AID 1825; in the data active means inhibition above about 22%;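 further: 0% = plate median of test compound wells and 100% = cytotoxic reference compound wells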
HSP90 inh = inhibitors of HSP90 luciferase refolding in rabbit reticulocyte lysate. luciferase refolding luminescence, 3 h. inhibition, % at 5.6 µM. 0.91% of 290,000 active;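 active means inhibition above the screen-wide mean plus 3 SD, computed separately per campaign, cut at about 16% in these data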;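 further: 0% = DMSO wells and 100% = 60 µM geldanamycin wells; inhibitors lower the luminescence because luciferase stays unfolded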
aSyn UTR inh = 5' untranslated region of α-synuclein, MLPCN primary screen | 0.82% of 300,000 active | alpha-synuclein 5'UTR reporter, inhibitor activity | AID 1813 | inhibition, % (tested at 7.5 µM); in the data active means inhibition above about 60%;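 further: H4 neuroglioblastoma cells stably carrying SNCA 5'UTR luciferase fusion; 0% = DMSO wells and 100% = positive control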
HSF1 inhib = HSF1 inhibition; activity change, negative = inhibition, % at 7.5 µM (by protocol); AID 2098; 0.77% of 300,000 active; NIH3T3-HGL HSE-luciferase, MG132-induced, luminescence 8 h; hits give low values;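 active means more than half of replicate wells show activity change below -50%, luminescence cut by over half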;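 further: luciferase reports HSF-1 transcriptional activity via heat shock element; 0% = median of DMSO wells and -100% = zero luminescence signal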
GSK3B inh = inhibitors of human GSK3beta kinase; GST-GSK3beta kinase, ADP-Glo luminescence, 60 min; hits give low values; 0.038% of 300,000 active; activity score (negative = inhibition), % at 10 µM; AID 2097;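 active means more than half of replicate wells score below -50%, meaning over 50% inhibition versus plate controls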;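 further: 0% = median DMSO wells and -100% = median GW8510 positive control wells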
Target sequence (P49841 whole entry, looked up): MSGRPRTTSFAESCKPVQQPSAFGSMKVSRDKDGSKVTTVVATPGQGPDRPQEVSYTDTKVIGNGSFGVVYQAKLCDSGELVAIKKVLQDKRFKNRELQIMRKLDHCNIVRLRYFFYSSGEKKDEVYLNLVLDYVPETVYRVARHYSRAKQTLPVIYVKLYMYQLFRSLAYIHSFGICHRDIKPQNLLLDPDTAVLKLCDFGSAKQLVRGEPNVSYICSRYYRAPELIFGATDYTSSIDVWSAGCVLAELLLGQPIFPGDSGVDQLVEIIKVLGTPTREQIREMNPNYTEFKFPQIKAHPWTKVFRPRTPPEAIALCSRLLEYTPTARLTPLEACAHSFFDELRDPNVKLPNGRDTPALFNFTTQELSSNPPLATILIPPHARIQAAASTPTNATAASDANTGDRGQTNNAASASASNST
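Assay system: GST-fused GSK3beta enzyme, cell-free / Medium: Tris pH 7.5 buffer with MgCl2, DTT, BSA, heparin / Also added: peptide substrate plus 25 µM ATP (final) / Compound: 10 µM single point / Timing: kinase reaction with compound 60 min at room temperature / Detection: ADP-Glo luminescence / Benchmarks: DMSO neutral wells and GW8510 at 20 µM as positive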
HSF-1 act = increases HSF-1 driven luciferase reporter signal; AID 504408; NIH3T3-HGL HSF-1 luciferase reporter, MG132, 8 h; 100% = twice DMSO control signal; 1.7% of 300,000 active; activation, % at 9 µM;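 active means mean replicate activation of at least 50% with a set share of replicates each reaching 50%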;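 further: 0% = median of the neutral control wells and 100% = twice that signal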
AI-2 QS modul = Vibrio harveyi AI-2 quorum sensing modulation | 0.4% of 300,000 active | Vibrio harveyi JMH597 AI-2 luminescence/OD600 ratio, 9 h; hits give low values; strain lacks LuxN and CqsS sensors; 0 = neutral-control median | activity change, % at 7.5 µM; in the data active means activity change below about -75%, passing the limit was not always enough;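 further: luminescence divided by OD600 gain over 9 h not by final OD600 alone; inactives centre near 13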
GSK3A inh = human GSK-3 alpha kinase inhibition; AID 2650; ADP-Glo luminescence, 60 min; 0.1% of 320,000 active; P49840; inhibition, % at 10 µM;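 in the data active means inhibition above about 50%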;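 further: GST-tagged GSK-3 alpha with peptide substrate and 25 µM ATP; 0% = DMSO neutral wells and 100% = GW8510 positive control wells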
Target sequence (P49840 whole entry, looked up): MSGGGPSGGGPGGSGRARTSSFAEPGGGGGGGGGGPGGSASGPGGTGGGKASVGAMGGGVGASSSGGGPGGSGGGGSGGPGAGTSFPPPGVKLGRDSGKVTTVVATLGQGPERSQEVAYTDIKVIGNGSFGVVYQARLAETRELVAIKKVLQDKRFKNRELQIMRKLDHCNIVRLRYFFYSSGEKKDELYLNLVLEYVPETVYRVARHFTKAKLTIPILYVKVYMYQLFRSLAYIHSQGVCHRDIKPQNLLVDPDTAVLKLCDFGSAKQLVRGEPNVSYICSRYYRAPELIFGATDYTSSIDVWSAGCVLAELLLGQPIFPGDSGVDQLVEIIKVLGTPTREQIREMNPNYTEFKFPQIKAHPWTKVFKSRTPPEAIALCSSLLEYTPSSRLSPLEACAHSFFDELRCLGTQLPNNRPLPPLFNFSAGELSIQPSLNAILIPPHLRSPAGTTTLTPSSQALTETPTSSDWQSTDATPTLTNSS
Active calls of the source: *; nt = not tested or not shown.

nr	Structure	HIF act	KLF5 inh	IEC-6 tox	HSP90 inh	aSyn UTR inh
1	NC(=O)CN1CCN(C(=O)Nc2ccccc2)CC1	-0.2	-23	3	-2	-19
2	O=C(CSc1nnc(-c2ccc(Br)cc2)n1CCc1ccccc1)NC1CCS(=O)(=O)C1 (centres undefined)	0.1	-25	-24	0	6
3	CCc1nnc(NC(=O)CN2CCN(c3nc(-c4ccccc4)cs3)CC2)s1	-0.4	-24	-2	3	12
4	Cc1ccc(CN2[C@@H](c3ccccc3)COCCS2(=O)=O)cc1	-0.2	-29	6	3	-1
5	O=Nc1c2nc3ccccc3n(O)c-2c2ccccc12	2.8	-55	-1	0	-129
6	CCOc1ccc(NC(=O)COc2cccc3c2CCN(Cc2cccnc2)C3=O)cc1	-0.3	-16	6	7	2
7	COCCN(Cc1ccc(C)c(Br)c1)C(=O)Cn1cnc(S(=O)(=O)N2CCCC2)c1	0.3	-18	3	1	-3
8	COc1ccc(NS(=O)(=O)c2cccc3nsnc23)cc1OC	-0.3	-36	-2	4	-1
9	O=C(NCC(c1ccco1)N1CCN(c2ccccc2)CC1)C(=O)NC1CCCC1 (centres undefined)	0.5	nt	nt	nt	-2
10	N#Cc1cc(C(=O)c2cc(Cl)ccc2O)cn(CC2CCCO2)c1=O (centres undefined)	0.7	7	4	2	25

nr	HSF1 inhib	GSK3B inh	HSF-1 act	AI-2 QS modul	GSK3A inh
1	-3	-6	0	12	-1
2	-2	-2	15	8	0
3	-3	2	-8	7	0
4	2	2	-8	7	-5
5	1	1	9	18	-1
6	5	1	17	-3	4
7	5	4	-2	18	-1
8	6	0	-4	28	4
9	-7	1	2	34	-3
10	10	0	-3	15	1

(next part)
nr	Structure	HIF act	KLF5 inh	IEC-6 tox	HSP90 inh	aSyn UTR inh
11	COc1ccc(-c2[nH]ncc2CNCC(C)(C)N2CCOCC2)cc1F	-0.5	8	-1	1	8
12	CC(=O)c1cccc(N2C(=O)C3C(C(=O)Nc4cc(C)on4)C4(C)C=CC3(O4)C2C(=O)NC(C)(C)C)c1 (centres undefined)	-5.4	-11	-3	-3	2
13	O=c1oc2c3c4c(cc2s1)CCCN4CCC3	0.0	-8	-7	6	18
14	CCCn1nnc(NC(=O)c2ccc3c(c2)OCO3)n1	2.0	-104	-1	2	-90
15	CCOc1ccccc1NC(=O)COC(=O)CN(C)S(=O)(=O)c1ccc(C)cc1	-0.5	-24	0	-6	-10
16	O=C(OCC1OC(n2cc(Br)c(=O)[nH]c2=O)C(Br)C1O)c1ccccc1 (centres undefined)	1.0	-27	-1	-6	0
17	CCOC(=O)Cn1cnc2sc3c(c2c1=O)CCC3	1.6	-16	-5	0	3
18	CCC/C(O)=C1\C(=O)CCCC1=NCCc1ccc(OCC)c(OCC)c1	-0.3	-6	-3	-1	-6
19	O=C(O)CC/C(=N\NC(=O)CNC(=O)/C=C/c1ccccc1)c1ccccc1	0.4	-18	-1	-2	-4
20	CC(C)=NOc1nc(N2CCOCC2)nc(N2CCOCC2)n1	-0.4	-11	1	2	2

nr	HSF1 inhib	GSK3B inh	HSF-1 act	AI-2 QS modul	GSK3A inh
11	0	1	-6	3	-2
12	-6	-4	-5	22	-3
13	0	1	-2	7	4
14	7	0	8	10	1
15	0	3	2	25	-2
16	4	-1	-2	20	3
17	3	1	7	15	0
18	-1	2	-9	6	0
19	0	3	-3	32	-1
20	2	1	-4	24	-2

Further structures:
nr	Structure	HIF act	KLF5 inh	IEC-6 tox	HSP90 inh	aSyn UTR inh
21	CCOC(=O)Cc1csc(NC(=O)c2ccc(Cl)nc2)n1	0.1	4	4	1	5
22	CCc1c(C)nc2cc(-c3ccc(OC)c(OC)c3)nn2c1NCC1CC1	-0.5	-47	-2	1	15
23	COc1cc(Cl)c(C)cc1NC(=O)COC(=O)C1=COCCO1	-0.2	nt	nt	nt	11
24	CCCOc1ccc(/C=C2\SC(N)=NC2=O)cc1OC	0.3	-10	1	1	-5
25	CN(C)C(=O)CN1CCN(C(=O)CCl)CC1	-1.0	-12	-4	2	-45
26	COCCCNC(=O)c1cccc2c(=O)c(C)c(-c3ccccc3)oc12	-0.1	6	-2	-1	20
27	COc1cccc(C(=O)Nc2nc3ccc(S(C)(=O)=O)cc3s2)c1	1.3	-75	-3	0	-102
28	O=C1CCC(C(=O)N2CCSCC2)CN1Cc1ccc(Cl)cc1 (centres undefined)	-0.5	-20	-8	-5	-1
29	CCOc1ccc(CCNC(=O)CCS(=O)(=O)c2ccc(C)cc2)cc1OCC	0.3	-11	-1	-3	4
30	O=C(Nc1cccc(F)c1)C1CCCN(S(=O)(=O)c2cccc3cccnc23)C1 (centres undefined)	0.2	2	-2	8	8

nr	HSF1 inhib	GSK3B inh	HSF-1 act	AI-2 QS modul	GSK3A inh
21	-10	10	-6	13	1
22	-3	2	2	14	0
23	10	-5	18	13	-3
24	4	1	21	9	0
25	-3	-1	-3	22	-1
26	-9	2	22	14	2
27	19	0	14	38	0
28	1	1	2	24	-3
29	-2	2	-11	3	0
30	8	-1	-15	0	0

Part of the list above in another layout.
Values run as follows: HIF act | KLF5 inh | IEC-6 tox | HSP90 inh | aSyn UTR inh | HSF1 inhib | GSK3B inh | HSF-1 act | AI-2 QS modul | GSK3A inh
24	CCCOc1ccc(/C=C2\SC(N)=NC2=O)cc1OC
 : 0.3 | -10 | 1 | 1 | -5 | 4 | 1 | 21 | 9 | 0
25	CN(C)C(=O)CN1CCN(C(=O)CCl)CC1
 : -1.0 | -12 | -4 | 2 | -45 | -3 | -1 | -3 | 22 | -1
26	COCCCNC(=O)c1cccc2c(=O)c(C)c(-c3ccccc3)oc12
 : -0.1 | 6 | -2 | -1 | 20 | -9 | 2 | 22 | 14 | 2
27	COc1cccc(C(=O)Nc2nc3ccc(S(C)(=O)=O)cc3s2)c1
 : 1.3 | -75 | -3 | 0 | -102 | 19 | 0 | 14 | 38 | 0
28	O=C1CCC(C(=O)N2CCSCC2)CN1Cc1ccc(Cl)cc1 (centres undefined)
 : -0.5 | -20 | -8 | -5 | -1 | 1 | 1 | 2 | 24 | -3
29	CCOc1ccc(CCNC(=O)CCS(=O)(=O)c2ccc(C)cc2)cc1OCC
 : 0.3 | -11 | -1 | -3 | 4 | -2 | 2 | -11 | 3 | 0
30	O=C(Nc1cccc(F)c1)C1CCCN(S(=O)(=O)c2cccc3cccnc23)C1 (centres undefined)
 : 0.2 | 2 | -2 | 8 | 8 | 8 | -1 | -15 | 0 | 0

New compounds follow
nr	Structure	HIF act	KLF5 inh	IEC-6 tox	HSP90 inh	aSyn UTR inh
31	N#C/C(=C\c1ccccc1)c1ccccn1	3.7	-16	3	-2	-100
32	CCOC(=O)c1cn(CC)c2ccc(Br)cc2c1=O	-0.5	5	-2	0	16
33	O=S(=O)(c1ccccc1Br)N1CCC(O)(c2cccnc2)CC1	0.2	-17	6	6	6
34	CCOc1ccccc1N1CC(C(=O)N2CCc3ccccc32)CC1=O (centres undefined)	0.0	10	5	0	4
35	CC(C)NC(=O)NC(=O)COC(=O)CCCSc1nc2ccccc2s1	-0.5	12	2	6	23
36	O=C1C(=O)N(CCS(=O)(=O)c2ccccc2)c2ccc(F)cc21	0.1	-27	15	-1	7
37	COc1ccc(NC(=O)N2CCOCC2)cc1OC	-0.3	4	4	-3	4
38	CCOC(=O)Cc1cc(-c2ccc(F)cc2)nc2ccc3ccccc3c12	0.9	-4	7	-3	-63
39	Cc1nc(N2CCN(c3ccccn3)CC2)c2c(C)c(C(=O)Nc3ccc(F)cc3)sc2n1	-0.3	-12	1	4	-11
40	O=C(CSc1n[nH]c(-c2ccncc2)n1)NCCc1ccccc1	-0.5	-14	3	2	11

nr	HSF1 inhib	GSK3B inh	HSF-1 act	AI-2 QS modul	GSK3A inh
31	17	0	37	14	0
32	-2	-5	-1	26	8
33	0	1	4	21	4
34	1	0	0	21	-4
35	-5	3	3	1	2
36	-4	-2	-4	13	-27
37	-3	3	10	18	-3
38	8	1	15	-3	-3
39	3	-1	-3	19	0
40	-1	-4	-9	-12	0

New compounds follow:
nr	Structure	HIF act	KLF5 inh	IEC-6 tox	HSP90 inh	aSyn UTR inh
41	CCn1c(Cc2ccccc2)nnc1SCC(=O)N1CCCCC1	0.1	-25	-5	-1	10
42	C/C(=N/NC(=O)c1ccc(C)s1)c1cccc(NC(=O)COc2ccc(Cl)cc2Cl)c1	3.4	-68	0	1	-126
43	CC(=O)N1CCc2cc(S(=O)(=O)N3CCc4ccccc4C3)ccc21	0.5	-19	-3	0	9
44	NC(=Nc1ccccc1)NC(=O)c1nc(Cl)c(N)nc1N	5.1	nt	nt	nt	-126
45	CCOC(=O)c1c(C)nc2sc3c(=O)n(-c4ccc(OC)cc4)cnc3c2c1-c1ccc(OC)cc1	-0.4	-33	8	3	48
46	CC(C)(C)NC(=O)CSc1n[nH]c(=O)n1-c1ccccc1	-0.5	-11	-6	-1	11
47	CCOc1ccc(CC(=O)NNC(=S)Nc2ccccc2)cc1Br	0.3	2	-2	1	-3
48	CCCCc1cc(=O)oc2cc(C)cc(OC(C)C(=O)NCc3ccccn3)c12 (centres undefined)	-0.1	-21	-1	2	-8
49	CCC(C)NC(=O)C1CCC(CNS(=O)(=O)c2ccc3c(c2)N(C(C)=O)CCO3)CC1 (centres undefined)	0.1	-19	2	-4	-1

nr	HSF1 inhib	GSK3B inh	HSF-1 act	AI-2 QS modul	GSK3A inh
41	-3	0	4	16	0
42	-31	-1	-37	8	0
43	10	-2	40	14	1
44	6	2	-9	32	15
45	-2	0	-5	11	19
46	-13	-3	-2	19	0
47	-1	0	-15	20	-3
48	8	-4	22	28	0
49	7	0	6	2	1

Source: PubChem (several laboratories)
